From PubChem
PLC-beta3 inh – blocks human PLC-beta3 enzyme activity. 0.18% of 370,000 active. Q01970. inhibition, % at 12.2 µM. Purified PLC-beta3, fluorogenic substrate, fluorescence; in the data active = inhibition above about 11%;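 also: 0% = median of compound wells on plate and 100% = full blocker control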
Tn6 DDE FP – inhibitors of Tn6 peptide binding to human fibrin DD(E); Fibrin DD(E) TRITC-Tn6 fluorescence polarization displacement; inhibition, % at 8.3 µM; 0.21% of 370,000 active;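 active = inhibition above a per-campaign cutoff: mean of compounds within control limits plus 3 SD, cut at about 15% in these data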;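 also: 0% = median of all compound wells on the plate and 100% = blocking peptide control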
ADAM17 inh – inhibits human ADAM17. recombinant ADAM17, EDANS/DABCYL FRET peptide cleavage. 0.83% of 370,000 active. P78536. inhibition, % at 6.95 µM;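 active = inhibition above the mean of compounds lying between control limits plus 3 SD, set per campaign, cut at about 8.5% in these data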;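 also: 0% = DMSO-only wells as the low control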
Target sequence (P78536 215-824 limits assumed): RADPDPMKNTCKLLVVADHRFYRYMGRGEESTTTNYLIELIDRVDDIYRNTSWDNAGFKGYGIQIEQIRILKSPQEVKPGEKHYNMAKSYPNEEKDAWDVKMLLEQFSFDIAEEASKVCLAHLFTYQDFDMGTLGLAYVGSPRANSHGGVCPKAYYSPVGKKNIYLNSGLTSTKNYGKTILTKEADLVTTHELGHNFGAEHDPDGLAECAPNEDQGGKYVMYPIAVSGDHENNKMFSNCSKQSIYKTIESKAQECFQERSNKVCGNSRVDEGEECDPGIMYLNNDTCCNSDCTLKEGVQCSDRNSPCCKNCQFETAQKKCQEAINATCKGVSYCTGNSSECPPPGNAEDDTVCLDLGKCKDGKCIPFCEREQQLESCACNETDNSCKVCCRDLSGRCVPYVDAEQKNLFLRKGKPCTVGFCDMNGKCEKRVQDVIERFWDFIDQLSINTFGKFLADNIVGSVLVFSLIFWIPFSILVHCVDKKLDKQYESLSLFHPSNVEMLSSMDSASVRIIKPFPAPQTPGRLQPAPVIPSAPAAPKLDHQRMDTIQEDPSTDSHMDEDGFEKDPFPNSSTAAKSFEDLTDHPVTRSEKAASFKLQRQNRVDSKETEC
ASAP1 GAP inh – blocks human ASAP1-stimulated Arf1 GTP hydrolysis; inhibition, % at 16.5 µM; AID 624377; 0.19% of 360,000 active; Q9ULH1; GDP FP detection; in the data active = inhibition above about 25%;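 also: 0% = vehicle with enzyme and substrate and 100% = no enzyme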
MBD2 inh – MBD2-methylated oligo binding inhibition; Q9UBB5; TR-FRET, MBD2 binding to methylated oligonucleotide; inhibition, % at 4.4 µM; 0.31% of 370,000 active; in the data active = inhibition above about 13%
Target sequence (Q9UBB5 whole entry, looked up): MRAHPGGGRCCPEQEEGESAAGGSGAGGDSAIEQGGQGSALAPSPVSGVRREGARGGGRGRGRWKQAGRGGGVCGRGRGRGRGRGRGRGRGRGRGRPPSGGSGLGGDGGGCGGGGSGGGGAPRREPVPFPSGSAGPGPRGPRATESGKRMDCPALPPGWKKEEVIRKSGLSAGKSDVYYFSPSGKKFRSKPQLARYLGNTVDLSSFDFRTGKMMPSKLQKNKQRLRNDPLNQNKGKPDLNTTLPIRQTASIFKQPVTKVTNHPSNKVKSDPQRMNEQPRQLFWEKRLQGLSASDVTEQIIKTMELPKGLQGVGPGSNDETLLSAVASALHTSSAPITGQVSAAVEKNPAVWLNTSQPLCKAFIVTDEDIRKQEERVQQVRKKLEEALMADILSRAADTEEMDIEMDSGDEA
proKLK7 act – activates the human kallikrein-7 zymogen; activation, % at 7 µM; purified proKLK7, EDANS-DABCYL substrate fluorescence; 100% is mature enzyme control, 0% vehicle; 0.9% of 370,000 active;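 active = activation above the mean of all tested compounds plus 3 SD, computed per campaign excluding outliers beyond control limits, cut at about 13% in these data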
UHRF1 MBD2 ctr – human UHRF1 methylated DNA binding inhibitors | inhibition, % at 4.4 µM | Q96T88 | UHRF1 binding to methylated oligo, TR-FRET | AID 687016 | 0.75% of 370,000 active; in the data active = inhibition above about 21%;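 also: UHRF1 SRA domain binding a hemimethylated CpG hairpin DNA probe; 0% = median of test compound wells and 100% = reference inhibitor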
PLC-gamma1 inh – inhibitors of human phospholipase C gamma1; purified PLC-gamma1, fluorogenic substrate, fluorescence; inhibition, % at 12.2 µM; 0.84% of 370,000 active; in the data active = inhibition above about 9.5%
DDE Tn7 FP inh – inhibitors of Tn7 peptide binding to human fibrin DD(E); FP displacement of FITC-Tn7 peptide from fibrin DD(E); 0% = median of compound wells per plate; inhibition, % at 8.3 µM; 0.13% of 370,000 active;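 active = inhibition above the mean of compounds falling within the control limits plus 3 SD of them, cut at about 14% in these data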;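 also: 0% = plate median of compound wells and 100% = 10 µM Aha-Tn7 peptide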
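Assay system: Fibrin-DD(E) protein isolated from polymerized human fibrin clots; read-out basis: percent inhibition; medium: Tris/NaCl/CaCl2 buffer, pH 7.8; signal: FP measurement; incubation: 10 min plus 3 h, room temperature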
ARFGAP1 inhibitor – inhibitors of rat ARFGAP1; Arfgap1-stimulated ARF1 GTP hydrolysis, GDP FP detection; inhibition, % at 16.5 µM; 0.26% of 360,000 active; AID 651572;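 active = inhibition above a per-plate limit, mean inhibition of low control wells plus 3 SD, cut at about 25% in these data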;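 also: 0% = DMSO wells with enzyme and 100% = wells lacking Arfgap1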
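Assay system: Rat Arfgap1 GAP domain (His6, aa 1-136), purified enzyme | Buffer or medium: HEPES 25 mM pH 7.5, NaCl 150 mM, MgCl2, DTT | Schedule: GTP hydrolysis reaction 2 h at 25 °C | Signal: FP of antibody-bound GDP Alexa 633 tracer, ex 620/em 688 nm | Measure: Percent inhibition of Arfgap1-stimulated GTP hydrolysis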
* marks the source's active call; other numbers are inactive results; i = inactive. The order is random; about 4.1% have a hit in one of these screens.

SMILES	PLC-beta3 inh	Tn6 DDE FP	ADAM17 inh	ASAP1 GAP inh	MBD2 inh	proKLK7 act	UHRF1 MBD2 ctr	PLC-gamma1 inh	DDE Tn7 FP inh	ARFGAP1 inhibitor
CC(=O)Nc1ccccc1-c1nn[nH]n1	2.1	5.8	-1.3	1.8	1.5	-0.8	4.5	0.2	-0.6	10.1
Cc1c(N2C(=O)C(=O)/C(=C(/O)c3ccccc3)C2c2ccc(F)cc2)c(=O)n(-c2ccccc2)n1C (stereo unspecified)	3.9	-6.2	1.6	-4.5	0.5	-0.2	-4.2	2.7	-2.2	3.8
CCCc1c(-c2ccc(Cl)cc2)ncn1CCc1ccccc1OC	2.6	-1.9	2.6	-4.1	3.3	-0.2	-0.9	1.3	1.7	12.8
O=C(NCc1ccccc1)C(c1ccncc1)N(C(=O)c1csnn1)C1CC1 (stereo unspecified)	2.6	-0.8	-2.1	-12.2	5.7	-0.6	2.5	-3.0	3.2	-1.1
COc1ccc([N+](=O)[O-])cc1C(=O)Nc1ccc(OCC(=O)N2CCOCC2)cc1	2.2	-0.7	0.5	-8.6	1.4	-0.5	-0.8	0.7	-7.5	10.6
CCCCN(C(=O)c1sc2nc3n(c(=O)c2c1C)CCC3)c1c(N)n(CC(C)C)c(=O)[nH]c1=O	-10.7	2.4	-6.0	4.4	0.1	0.4	3.0	0.1	4.2	-1.0
N#Cc1ccc(CSc2nnc(-c3ccccn3)n2-c2ccc(Cl)cc2)cc1	1.2	-3.3	3.0	1.4	-4.7	0.1	1.7	8.0	4.9	-1.3
CC(C)OCC1CC(CC(=O)NC(=S)Nc2cccc([N+](=O)[O-])c2)C(=O)O1 (stereo unspecified)	1.4	2.4	0.2	1.1	-7.1	-0.3	1.2	0.1	6.9	-12.0
COc1ccc(S(=O)(=O)N2c3ccccc3OCC2c2ccccc2)cc1 (stereo unspecified)	2.9	0.6	7.0	-5.9	-1.5	-0.1	0.9	2.2	2.8	4.3
CS(=O)(=O)N(CCc1ccccc1)CC(=O)N1CCN(c2ccccc2F)CC1	6.7	-3.1	0.4	5.6	3.9	0.7	3.5	4.2	-8.9	16.5
CN1CCSc2ccc(C(=O)NCc3cccc(Br)c3)cc21	i	-5.5	-461.8	14.9	-4.8	10.1	1.8	i	-1.2	-6.6
CCOC(=O)c1ccc(NC(=S)N2CCC(C(N)=O)CC2)cc1	1.4	11.5	-2.1	-9.2	2.4	0.1	-1.1	1.3	3.0	12.2
O=C(O)c1ccc(Cl)c(NCc2ccncc2)c1	-8.4	-0.8	-4.6	-7.9	1.8	0.0	-0.9	-1.5	0.5	1.0
CCC1CCc2c(sc(NC(=O)c3ccoc3C)c2C(N)=O)C1 (stereo unspecified)	-55.9	-1.9	-8.7	-10.5	-2.0	-36.1	-1.1	-47.6	2.6	-4.6
CCOC(=O)c1c(-c2ccccc2)nc2cc(C)ccn12	-2.6	-3.3	-0.4	3.2	-5.1	0.1	0.7	3.5	-7.2	7.0
O=[N+]([O-])c1ccc(O)c(/C=N/NC(=S)Nc2ccc(Cl)cc2Cl)c1	-9.1	-3.6	-0.1	4.0	5.8	-0.1	-1.2	0.1	2.1	-10.7
COc1ccc(C(=O)Nc2cccc(/C=C(\CCC(=O)O)c3nc4ccccc4s3)c2)cc1	-73.0	-0.1	-24.4	4.7	-2.5	-2.3	0.4	-40.8	2.7	4.4
Cc1cc(-c2ccc([N+](=O)[O-])cc2)cc(C)n1	-0.7	-7.6	-6.7	5.7	1.2	0.2	-1.8	2.7	1.9	-4.3
CC1(C)C(=O)Nc2ccccc2N1C(=O)CN1C(=O)c2ccccc2C1=O	0.9	2.0	-8.1	5.5	1.6	0.3	-0.7	1.1	5.4	-2.2
Cc1ccc(CNC(=O)CN(C(=O)C2(C)CC(=O)N=C3C=CC=CN32)c2cccc(C)c2C)cc1 (stereo unspecified)	-167.1	-10.1	-356.4	0.0	-1.6	5.5	-1.5	-100.9	2.1	-12.7

Record cards, from the list above. Order of values: PLC-beta3 inh | Tn6 DDE FP | ADAM17 inh | ASAP1 GAP inh | MBD2 inh | proKLK7 act | UHRF1 MBD2 ctr | PLC-gamma1 inh | DDE Tn7 FP inh | ARFGAP1 inhibitor
Results for `CC1(C)C(=O)Nc2ccccc2N1C(=O)CN1C(=O)c2ccccc2C1=O` = 0.9 | 2.0 | -8.1 | 5.5 | 1.6 | 0.3 | -0.7 | 1.1 | 5.4 | -2.2
Results for `CCOC(=O)c1c(-c2ccccc2)nc2cc(C)ccn12` = -2.6 | -3.3 | -0.4 | 3.2 | -5.1 | 0.1 | 0.7 | 3.5 | -7.2 | 7.0

The main list resumes, starting 2 compounds before the break.
SMILES	PLC-beta3 inh	Tn6 DDE FP	ADAM17 inh	ASAP1 GAP inh	MBD2 inh	proKLK7 act	UHRF1 MBD2 ctr	PLC-gamma1 inh	DDE Tn7 FP inh	ARFGAP1 inhibitor
CC1(C)C(=O)Nc2ccccc2N1C(=O)CN1C(=O)c2ccccc2C1=O	0.9	2.0	-8.1	5.5	1.6	0.3	-0.7	1.1	5.4	-2.2
Cc1ccc(CNC(=O)CN(C(=O)C2(C)CC(=O)N=C3C=CC=CN32)c2cccc(C)c2C)cc1 (stereo unspecified)	-167.1	-10.1	-356.4	0.0	-1.6	5.5	-1.5	-100.9	2.1	-12.7
Cc1ccc(NC(=S)N=Nc2c(O)[nH]c3ccccc23)cc1	2.4	-5.6	0.0	9.6	-7.0	-0.2	-1.7	2.5	7.4	15.0
CCCCc1cc(=O)oc2cc(OCC(=O)N(CC)CC)ccc12	-8.8	5.3	-48.4	-1.5	1.1	-0.2	1.1	-8.6	-6.2	9.2
O=C(COc1cccnc1[N+](=O)[O-])NCc1ccccc1	-6.0	2.5	-4.5	-1.7	1.2	-0.3	1.8	-1.8	-4.6	-11.9
N=C(SC1CC(=O)N(c2ccc(F)cc2)C1=O)N1N=C(c2ccccc2)CC1c1ccccc1 (stereo unspecified)	0.7	0.2	-1.6	6.3	-3.6	-0.1	-1.0	-2.1	-7.6	4.2
Nc1c(S(=O)(=O)c2cccs2)c2nc3ccccc3nc2n1/N=C/c1cccc(O)c1	-14.9	-3.1	-9.2	12.9	5.0	0.3	4.1	-7.1	4.7	12.6
CCc1ccccc1NC(=O)CN(C)C(=O)c1cccc(S(=O)(=O)N2CCCCCC2)c1	1.3	3.0	3.6	3.2	0.5	0.0	-0.1	6.8	-3.3	-0.4
O=S(=O)(/N=C(/Nc1ccccc1F)c1ccccc1)c1ccccc1	4.1	-2.6	1.4	-3.6	-6.6	0.8	-0.9	3.2	5.8	4.2
O=C(c1cccc(S(=O)(=O)N2CCN(c3ccc(F)cc3)CC2)c1)N1CCCCCCC1	-11.4	-6.8	4.2	-3.2	2.9	0.0	3.8	-1.8	-1.4	4.2
C[C@@H]1CN([C@H](C)CO)C(=O)c2cc(NC(=O)Cc3cn(C)c4ccccc34)ccc2O[C@H]1CN(C)S(=O)(=O)c1ccc(F)cc1	-0.9	-11.9	3.3	6.2	0.5	1.1	5.4	2.6	-2.7	-4.5
COc1cccc(-c2ccc(NC(=O)C3CCCN(CCCn4nc(C)cc4C)C3)cc2)c1 (stereo unspecified)	-9.3	-2.4	-1.9	7.5	1.8	0.2	-1.1	-0.6	-4.2	11.8
O=C(CSc1ccccc1)N[C@@H](Cc1ccccc1)C(=O)O	-6.8	9.7	-4.4	-5.5	3.1	-0.6	0.8	-0.6	1.3	8.3
CCN(c1ccccc1)S(=O)(=O)c1ccc(OC)c(NC(=O)C2=NN(c3ccccc3)C(=O)CC2)c1	-5.6	-1.0	-2.1	-3.1	1.1	-7.0	-2.9	-7.5	3.9	2.8
CCCCOC(=O)C1CN(c2ccccc2)N=C1C(C)=O (stereo unspecified)	-368.4	-1.8	-7.2	-8.0	-6.6	2.6	-1.6	-332.0	4.6	-0.9
CC(=O)NC(c1cccs1)c1cc(F)c2cccnc2c1O (stereo unspecified)	-0.1	4.0	3.1	-12.7	-3.2	0.3	-5.1	-2.3	-4.8	8.3
CSc1ccccc1-c1nnc(-c2ccc(Cl)cc2)o1	-8.4	10.4	-6.6	13.2	-9.9	-0.5	-1.9	-4.8	5.8	13.1
O=C1OC(c2ccccc2)=NC12CC2c1ccc(Cl)cc1 (stereo unspecified)	2.9	-0.9	3.5	-6.5	-1.9	-0.1	2.6	2.2	0.2	-5.1
CC(NC(=O)COC(=O)c1ccccc1F)C1CC2CCC1C2 (stereo unspecified)	4.1	2.9	-1.6	-5.7	-5.2	-0.7	2.5	1.4	3.0	13.6
CC(C)C(=O)N1CCC2(CC1)Oc1ccc(Cl)cc1C(=O)C21CC(c2ccc(Cl)cc2)=NO1 (stereo unspecified)	2.9	8.6	6.1	3.3	-1.3	-0.9	-2.0	-0.8	7.2	-10.8
CC(NCC(=O)NC(=O)NCCC1=CCCCC1)c1ccc(S(N)(=O)=O)cc1 (stereo unspecified)	-3.5	-7.7	-4.7	-5.2	-4.7	-0.2	4.1	-0.9	2.5	-2.2
CCC(=O)NC1=C(Cl)C(=O)C(NC(=O)CC)=C(Cl)C1=O	-2.8	-6.0	1.4	9.9	-11.0	0.1	-4.1	4.3	-5.1	14.3
Cc1ccc(-n2cc(CN(C)Cc3nccn3C)c(-c3ccc(F)cc3)n2)cc1	1.0	-1.7	2.8	5.0	-0.7	0.3	-4.9	1.6	-0.8	-9.0
O=C1CCC(C(=O)Nc2cccc(S(=O)(=O)Nc3ccccc3F)c2)=NN1	4.5	-8.0	-0.6	-4.8	-1.8	-0.5	2.8	1.1	-2.5	-7.2
COc1cc(NC(=O)C2CSC3(C)CCC(=O)N23)c(OC)cc1Cl (stereo unspecified)	1.1	-3.3	-0.6	6.2	3.3	-0.1	-0.9	0.4	-4.4	-5.9
COc1ccc2[nH]c(=O)c(CN(Cc3ccco3)C(=O)c3ccccc3)cc2c1	-55.0	0.2	-96.6	-12.4	5.2	0.5	-0.2	-42.8	3.9	1.8
COc1ccccc1OCC(O)Cn1c(=N)n(Cc2ccccc2)c2ccccc21 (stereo unspecified)	0.8	-1.3	-4.8	7.1	2.5	-0.2	2.9	4.3	0.0	4.3
O=C(O)c1cccc(NS(=O)(=O)c2ccc3c(c2)OCCCO3)c1	-4.4	-2.6	-1.5	2.3	2.1	0.0	-0.6	2.3	4.2	8.5
COC(=O)CSc1nnc(CNc2ccc(Cl)cc2)n1Cc1ccccc1	-3.0	-3.3	-0.7	-9.1	0.3	0.6	3.1	2.9	-6.2	-2.2
Cc1cc(NC(=O)c2ccc(C)o2)no1	-8.6	-3.4	-6.4	-3.1	4.7	0.0	1.6	-0.2	-3.9	10.3
CCOC(=O)C(C(=O)OCC)C1N=C(N)N=C2Oc3ccccc3N21 (stereo unspecified)	-13.6	3.0	-3.5	13.5	-2.3	0.0	0.5	-14.3	0.1	6.3
CCn1c(C)nc2cc(C(=O)NNC(=S)Nc3ccc(OC)cc3)ccc21	-3.9	1.8	0.0	2.0	-2.9	0.7	-1.2	-0.2	-1.4	7.8
O=C(NCC(=O)N1CCN(Cc2ccccc2)CC1)c1ccc(Cl)cc1	-2.7	-0.5	-0.8	15.1	-0.5	0.2	1.6	-0.7	-4.2	-6.7
CCC(C)C(NS(=O)(=O)c1ccc(C)cc1)C(=O)N1CCOCCOCCOCC1 (stereo unspecified)	-1.7	-2.5	-5.2	6.7	-3.0	-0.5	-1.6	1.4	0.9	6.0
O=C(Nc1ccc(Br)c(C(F)(F)F)c1)c1ccc(C(F)(F)F)cc1	-5.1	-4.3	5.9	10.6	-0.4	0.9	-0.1	1.2	-1.8	8.3
